Screening data (PubChem BioAssay)
Tb MetRS inh = T. brucei MetRS inhibitors, primary screen, biochemical, luminescence | methionyl-tRNA synthetase (Trypanosoma brucei brucei) | purified T. brucei MetRS, ATP depletion, Kinase-Glo luminescence | inhibition, % at 11.9 µM | hit rate 0.4% among 360,000 | AID 624268, 2012;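 active means inhibition above a per-plate cutoff of the control wells' mean inhibition plus 3 SD, cut at about 5.5% in these data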;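 further: 0% = DMSO wells median and 100% = median of wells with control inhibitor compound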
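System: purified T. brucei MetRS enzyme / Detection: Kinase-Glo luciferase luminescence reporting remaining unconsumed ATP / Medium: HEPES buffer with MgCl2, KCl, DTT, spermine, BSA, pyrophosphatase / Replication: singlicate, one well per compound / Evaluation: percent inhibition relative to median high and low control wells / Schedule: 2 h aminoacylation at 25 °C after 15 min preincubation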
CendR NRP1 mod = modulators of CendR peptide binding to NRP-1, primary screen, biochemical, fluorescence polarization, uHTS. hit rate 0.85% among 360,000. inhibition, % at 25 µM. Neuropilin-1 (Homo sapiens), O14786. FAM-RPARPAR peptide binding to NRP-1;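 active means inhibition or corrected inhibition above about 18%, plus a signal ratio from 0.5 to 1.5, limit read from the data, passing the limit was not always enough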; further: strong numbers were not always called active
Target sequence (O14786 whole entry, looked up): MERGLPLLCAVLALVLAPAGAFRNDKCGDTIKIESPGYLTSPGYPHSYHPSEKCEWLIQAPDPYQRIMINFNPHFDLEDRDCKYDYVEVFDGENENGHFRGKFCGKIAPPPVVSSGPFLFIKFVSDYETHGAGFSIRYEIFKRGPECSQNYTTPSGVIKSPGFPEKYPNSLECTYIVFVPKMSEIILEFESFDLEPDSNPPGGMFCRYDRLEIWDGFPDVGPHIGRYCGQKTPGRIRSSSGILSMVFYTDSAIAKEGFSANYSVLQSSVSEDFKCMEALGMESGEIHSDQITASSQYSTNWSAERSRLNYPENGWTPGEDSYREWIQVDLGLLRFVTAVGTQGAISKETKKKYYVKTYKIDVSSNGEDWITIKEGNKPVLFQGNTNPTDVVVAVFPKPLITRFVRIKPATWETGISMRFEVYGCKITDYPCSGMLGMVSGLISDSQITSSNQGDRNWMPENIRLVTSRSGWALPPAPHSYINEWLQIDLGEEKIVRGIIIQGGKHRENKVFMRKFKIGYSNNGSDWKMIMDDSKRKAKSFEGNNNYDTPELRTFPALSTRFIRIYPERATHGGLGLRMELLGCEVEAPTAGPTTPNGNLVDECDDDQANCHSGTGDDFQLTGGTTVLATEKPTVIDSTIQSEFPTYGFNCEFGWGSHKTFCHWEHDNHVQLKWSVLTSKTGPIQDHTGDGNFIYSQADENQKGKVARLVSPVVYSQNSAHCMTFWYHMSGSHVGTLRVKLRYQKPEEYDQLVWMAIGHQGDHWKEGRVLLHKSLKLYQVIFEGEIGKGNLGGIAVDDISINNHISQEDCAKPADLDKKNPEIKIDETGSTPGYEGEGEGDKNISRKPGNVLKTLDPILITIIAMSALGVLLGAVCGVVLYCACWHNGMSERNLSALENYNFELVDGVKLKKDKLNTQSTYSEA
MT1-MMP act inh = blockers of MT1-MMP proenzyme processing, primary screen, HT1080 RFP-PRO-GFP cells, GFP/RFP fluorescence; GFP/RFP ratio fluorescence, overnight; percent of plate control window, DMSO zero; hit rate 0.061% among 360,000; Matrix metalloproteinase-14 (Homo sapiens), P50281; GFP/RFP ratio change, % at 20 µM;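 active means GFP/RFP ratio change of at least 30% with cell ATP level not reduced by more than half and red fluorescence within 50% of control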; further: strong numbers were not always called active
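Assay system – RFP-PRO-GFP reporter HT1080 cells · Compound dosing – single dose of 20 µM compound, 1% DMSO final · Incubation – overnight compound exposure at 37 °C · Measure – GFP/RFP fluorescence ratio · Benchmarks – DMSO wells and RFP-L50D-GFP cells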
FAS-TE inh = FAS thioesterase domain inhibitors, primary screen, biochemical, fluorescence intensity, uHTS | Fatty acid synthase (Homo sapiens), P49327 | recombinant FAS-TE, OMFH fluorogenic substrate, fluorescence endpoint | inhibition, % at 15 µM | hit rate 0.67% among 360,000 | AID 602261, 2012;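 active means compounds whose normalised, plate-corrected inhibition of enzyme fluorescence in the single-dose primary screen is 50% or more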;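 further: 0% = DMSO with enzyme and 100% = substrate without enzyme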
MsrA inh = bovine MsrA enzyme inhibitors, primary screen, biochemical, absorbance, HTS. purified bovine MsrA, absorbance read-out. hit rate 0.75% among 360,000. AID 651718, 2012. Methionine sulfoxide reductase A (Bos taurus). inhibition, % at 15.5 µM; in the data active means inhibition above about 4.5%;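 further: 0% = vehicle wells with enzyme and 100% = reference inhibitor wells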
PABP1 MLLE inh = inhibitors of PABP1 MLLE–PAM2 peptide binding, primary screen, biochemical, fluorescence polarization, FITC-PAM2, GST-MLLE; inhibition, % at 20 µM; hit rate 0.36% among 360,000; AID 588489, 2011; in the data active means inhibition above about 35%, passing the limit was not always enough;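 further: plate controls were DMSO wells with GST-MLLE for no effect and wells lacking GST-MLLE protein for full effect; some results filed as inactive read as strong as hits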
eLon inh = inhibitors of E. coli Lon protease, primary screen, biochemical, fluorescence polarization. inhibition, % at 7.94 µM. purified E. coli Lon protease. hit rate 0.42% among 360,000. P0A9M0; in the data active means inhibition above about 13%, passing the limit was not always enough;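 further: 0% = enzyme with probe and DMSO and 100% = no enzyme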
MsrA act = bovine MsrA enzyme activators, primary screen, biochemical, absorbance, HTS; purified bovine MsrA, absorbance read-out; activation, % at 10.6 µM; hit rate 0.3% among 360,000; AID 602163, 2012; in the data active means activation above about 7.5%;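 further: 0% = vehicle and 100% = reference activator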
SKN-1 inh = suppressors of acrylamide-induced Pgst-4::GFP reporter in worms, primary screen, SKN-1 inhibitor project, whole organism, uHTS, GFP/RFP fluorescence ratio, strain VP596 | inhibition, % at 21.8 µM | hit rate 0.49% among 360,000 | C. elegans VP596 Pgst-4::GFP/RFP ratio, 24 h;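 active means interference check ratio from 0.5 to 1.5 plus GFP to RFP signal ratio inhibition reaching or exceeding a fixed threshold, cut at about 30% in these data, passing the limit was not always enough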; further: some compounds called inactive have numbers as strong as hits
* = called active by the depositor; . = no result given; & = joins results of further samples. An unsorted share of the library (roughly 4% active in at least one column).

#	structure	MsrA inh	MT1-MMP act inh	eLon inh	MsrA act	PABP1 MLLE inh	FAS-TE inh	Tb MetRS inh	SKN-1 inh	CendR NRP1 mod
1	O=C(N/N=C/c1ccc(Br)s1)c1ccccn1	6.0*	2	-11	-2	11	-6	-1.5	27	8
2	O=C1CCSc2ccc(Cl)cc2N1Cc1cccc(Cl)c1	1.8	-5	-2	-10	-10	16	0.4	-2	3
3	CN(C)S(=O)(=O)c1ccc(N2CCCC2)c(C(=O)NCC2CCCCC2)c1	-0.4	-1	-7	-2	0	8	-0.3	2	-4
4	CC(C)(C)c1ccc(S(=O)(=O)NCc2ccc(C(=O)N3CCOCC3)cc2)cc1	0.8	7	12	-3	-13	-2	-0.9	8	-2
5	COC(=O)c1ccc(C(=O)OC)c(-n2c(=O)c3ccccc3c3ccccc3c2=O)c1	-0.2	3	5	-3	-16	11	0.1	13	-10
6	CCOC(=O)c1cc(C(=O)OCC)c2cccc(C)n2c1=O	2.6	2	-2	-4	-10	-3	0.4	-9	3
7	C#CCCOC(=O)Nc1ccccc1	-1.2	3	-6	-1	1	-8	0.0	33	-9
8	Cc1c(C=O)c2ccccn2c1C(=O)c1ccncc1	4.8*	-2	-10	6	-2	-5	0.3	-2	8
9	Cc1ccc(C(C)NC(=S)NCc2ccc(F)cc2)c(C)c1 (stereo not given)	-1.1	-1	2	0	-91	20	0.1	-10	1
10	COc1cccc(N2CCN(S(=O)(=O)c3cccc4nsnc34)CC2)c1	-0.1	1	-1	-6	5	-5	-0.9	9	-6
11	O=c1[nH]c(/C=C/c2ccc(Cl)cc2Cl)c([N+](=O)[O-])c(=O)[nH]1	3.8	-5	-3	-2	-10	7	1.4	24	-82
12	O=C(c1ccccc1F)N1CCC(O)(c2cccnc2)CC1	0.4	4	-9	-11	21	-15	-1.0	-10	2
13	Cc1ccc(NC(=O)CN(C)C(=O)c2cn(Cc3ccccc3)nc2-c2cccnc2)cc1	-0.8	1	-4	-1	1	-5	-0.5	-8	6
14	O=C(c1ccccc1Cl)N1CCN(S(=O)(=O)c2cccs2)CC1	0.0	-1	3	-4	2	-2	-0.2	7	5
15	COc1ccc(N=C/C=C2/C=C(c3ccccc3)OC(C)(C)O2)cc1	1.8	-1	-3	-2	-3	-5	0.4	-5	4
16	O=C(NCc1ccccc1)c1cccc2c(-c3ccc(F)c(F)c3)coc12	.	1	-5	-2	6	26	-0.1	13	0
17	CCOc1ccccc1N(C(=O)CNC(=O)c1ccco1)C(C(=O)NC1CCCC1)c1ccncc1 (stereo not given)	0.3	-2	9	-2	5	-6	-0.2	-6	1
18	COc1ccc(CC(=O)NCC(=O)N/N=C/c2sccc2C)cc1	1.0	-2	-8	-6	14	-7	-0.1	-3	4
19	CC1(C)CC(=O)C(N=Nc2ccc(Br)cc2)=C(O)C1	-0.6	0	-4	-3	14	2	0.1	25	-13
20	CCN1C(=O)[C@H]2[C@H]3CN=C(SCC(=O)c4ccccc4)N3[C@@](C)(C(=O)OC)[C@H]2C1=O	-0.1	6	4	-4	45*	-9	-0.4	-15	6
21	O=C1CC2(CCN(C(=O)c3ccc(Br)cc3)CC2)Oc2ccccc21	-0.9	-3	-17	-2	5	5	-0.4	-4	12
22	N#C/C(=C/c1cccc([N+](=O)[O-])c1)c1nnc2n1CCCCC2	1.0	-9	-2	-6	13	22	-1.2	-2	0
23	COc1ccc(CC(=O)Oc2ccc(C#N)cc2)cc1	2.7	-3	-8	-4	14	-2	-0.2	-9	-5
24	COc1ccc(NC(=O)CCC(=O)Nc2nnc(CC(C)C)s2)cc1Cl	0.3	0	6	-1	-7	-3	-0.1	-13	5
25	COc1ccc(NC(=O)c2nc[nH]c2C(=O)N(C)CCO)cc1	0.1	3	-8	-2	4	-6	-0.1	4	4
26	COc1ccc2cc(C(=O)NC3CCCCC3)c(=O)oc2c1	-0.5	5	-2	-2	-2	-5	-0.8	-17	-2
27	Cc1cc2oc(=O)cc(CN3CCOCC3)c2cc1Cl	-0.3	-1	-12	-2	3	-8	-0.2	6	5
28	COCCNS(=O)(=O)c1cc(C)c(C)cc1C	0.3	5	7	0	-5	-4	-0.4	-7	6
29	Cc1cccc(OCc2ccc(C(=O)Nc3ccc(F)cc3)cc2)c1	-0.6	3	12	-2	2	1	-0.1	9	3
30	CCOC(=O)N1CCC(Nc2c(NCCCN(CC)Cc3ccccc3)c(=O)c2=O)CC1	0.7&0.5	-3&0	-2&-9	0&-3	8&-13	-2&-3	0.2&0.2	3&4	-2&0

Values by screen from the entries so far:
CendR NRP1 mod, compounds 10–18 → -6, -82, 2, 6, 5, 4, 0, 1, 4

Other structures follow.
#	structure	MsrA inh	MT1-MMP act inh	eLon inh	MsrA act	PABP1 MLLE inh	FAS-TE inh	Tb MetRS inh	SKN-1 inh	CendR NRP1 mod
31	CNc1ccc(/C=C/C(=O)c2cccc3ccccc23)cc1[N+](=O)[O-]	0.7	0	-21	-1	-17	7	-0.3	-6	10
32	COC(=O)Nc1nnc(COc2ccccc2)s1	-0.5	1	1	8.9*	-10	0	-0.7	-3	7
33	CCCCNC(=O)N1CCN(S(C)(=O)=O)CC1	0.0	-1	3	-3	20	-2	0.5	13	3
34	COc1ccc2c(c1)CC/C2=N\OC(=O)c1ccccc1OC	-2.1	-4	2	-1	-4	3	1.1	-4	-4
35	COc1cccc(NC(=O)CCCn2c(=O)[nH]c3ccccc3c2=O)c1	2.8	3	0	0	-4	-5	0.8	15	0
36	CC1(C)C(/C=C/C=C/C=C/C=C2\N(CCCCS(=O)(=O)O)c3ccc4ccccc4c3C2(C)C)=[N+](CCCCS(=O)(=O)[O-])c2ccc3ccccc3c21	.	36	-26	-8	-75	31	-0.8	68	-251
37	COc1cccc(C2C(C#N)=C(N)N(N(C)C)C3=C2C(=O)CCC3)c1 (stereo not given)	2.1	0	-7	-1	0	-1	-0.7	10	-14
38	CC1CC(C)(C)Nc2ccc(OC(=O)c3ccco3)cc21 (stereo not given)	0.1	-78	1	3	6	-3	0.5	-16	-1
39	CCOc1ccc(-c2nnc(SCC(=O)Nc3cc(C)on3)o2)cc1	-0.9	8	-4	-1	-3	-7	-0.7	-8	-10
40	O=C(COC(=O)CN1C(=O)NC2(CCCC2)C1=O)Nc1c(Cl)cccc1C(F)(F)F	-0.4	-1	-8	-1	-3	-7	0.5	11	4
41	O=C(NCCc1ccccc1)c1cccc(N2C(=O)C3CC=CCC3C2=O)c1 (stereo not given)	-0.2	1	-5	-4	0	2	0.1	5	-7
42	NC(=O)SCC(=O)Nc1ccc(Cl)cc1	-0.3	0	4	3	22	-187	-0.2	-8	-2
43	CC(=O)NCCNc1nc2cc(-c3cccc(C(F)(F)F)c3)sc2c(=O)n1C	1.2	7	0	-2	-3	4	-0.2	15	-14
44	COc1ccc(CCCN2CCC(CN3C(=S)NC[C@@H]3Cc3ccccc3)CC2)cc1OC	-0.9	5	1	-4	-40	-11	-0.7	-1	9
45	CC(C(=O)NCc1ccccc1)n1c(-c2ccc3c(c2)CCO3)nc2ccccc21 (stereo not given)	1.3	0	.	.	.	.	0.5	0	-12
46	CCOC(=O)C1=C(C)OC(=Cc2ccc(OC)cc2)C1=O	1.6	-14	-64	-2	-49	-5	-0.1	26	-40
47	CCCc1cc(C(=O)Nc2ccc(F)cc2F)no1	-0.1	3	-8	-1	-9	-3	-0.3	8	-2
48	CC(C)(C)c1ccc(C2(C)NC(=O)N(CC(=O)NCc3cccs3)C2=O)cc1 (stereo not given)	0.2	0	-2	-1	-1	17	0.3	9	-1
49	COc1ccc([N+](=O)[O-])cc1NC(=O)C(C)OC(=O)c1cccnc1Cl (stereo not given)	2.7	-3	-13	-4	1	22	0.0	-1	9
50	CCC(Sc1nc2ccccc2[nH]1)C(=O)Nc1cc(C)on1 (stereo not given)	0.3	-1	-4	1	-5	-5	-0.3	-2	0
51	O=C(Cc1ccc(Cl)cc1)OCc1nnc(-c2ccccc2)o1	0.3	.	2	-12	-11	29	-1.0	-3	0
52	COc1ccc(NS(=O)(=O)c2ccc(N3CCOCC3)c(NC(=O)c3cccc(F)c3)c2)cc1	1.1	0	-8	-1	0	33	0.0	-1	6
53	COc1ccc(CN2CCN(C(=O)CCC(=O)Nc3nnc(CC(C)C)s3)CC2)cc1F	-0.4	-4	1	0	2	-5	-0.3	10	2
54	O=C(COC(=O)c1ccccn1)NCc1cccc(Cl)c1	-0.2	0	-12	-2	-3	-6	0.1	-2	-4
55	Cc1ccc(S(=O)(=O)NCC(=O)NCC(=O)NCCc2ccc(Cl)cc2)cc1C	-1.0	3	-3	-5	-3	-3	-0.4	-3	3
56	O=C(Nc1ccc2c(c1)OCCO2)c1cc(-c2ccccc2)nc2ccccc12	1.9	-4	-5	-1	2	28	0.0	3	-7
57	CC(=O)N1CCN(c2ccc(NCc3ccco3)cc2)CC1	2.8	2	2	-4	12	-12	-0.3	3	12
58	CN(C(=O)c1cccc(NC(=O)Cc2cccc(NC(=O)C3CCCN(C(=O)C4CC4)C3)c2)c1)C1CCC1 (stereo not given)	-0.2	0	-9	-2	2	-8	-0.3	-4	10
59	COc1cccc(CNC(=O)CC(NC(C)=O)c2ccccc2)c1 (stereo not given)	0.3	1	-5	-2	9	-7	0.0	17	14
60	COc1ccc(C(=O)NCCS(=O)(=O)N(C)Cc2ccccc2)cc1	-0.1	1	-5	0	2	-7	-0.5	8	-5

(more compounds)
#	structure	MsrA inh	MT1-MMP act inh	eLon inh	MsrA act	PABP1 MLLE inh	FAS-TE inh	Tb MetRS inh	SKN-1 inh	CendR NRP1 mod
61	CCCCCCCNc1nc(Cl)nc(NCCO)n1	-0.5	-5	3	-4	0	0	-0.2	1	-1
62	CCN1CC2CCCC3(C1)C(=O)NC1(CCCCC1)N=C23 (stereo not given)	2.1	-10	-6	7	6	-7	0.1	1	-3
63	COCCCNC(=S)N1CCN(c2ccc([N+](=O)[O-])cc2)CC1	1.3	2	1	-3	-159	-4	0.2	-12	-15
64	C=CCN(C(=O)CNC(=O)c1ccco1)C(C(=O)NC1CCCCC1)c1ccc(F)cc1 (stereo not given)	0.7	2	5	-2	-1	-2	-0.2	-5	-6
65	C=CCOc1cccc(CNn2cn[nH]c2=S)c1	0.1	5	-3	-2	-20	-5	-0.9	-3	0
66	CCOc1ccc2[nH]c(=S)[nH]c2c1	-1.0	0	-1	-2	-6	-7	-0.2	3	2
67	CCCOc1cc(NCc2ccccc2)c2ncn(C(C)C)c2c1	-0.4	0	-10	-1	1	16	0.9	31	-8
68	Cc1ccc(CNC(=O)Cn2cnc3c(NCc4ccccc4)ncnc32)o1	-1.6	0	1	-1	5	-7	-0.5	9	-6
